# Rat MKP-3 inhibitors = inhibition of rat DUSP6 enzyme activity – biochemical, in vitro, primary screen (AID 425) | recombinant MKP-3 phosphatase activity, fluorescence; higher % means a stronger effect | hit rate 0.17% among 110,000 | inhibition, % at 20 µM; hits with a dose series show IC50 in µM; in the data active = inhibition above about 50%;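 note: plate controls were vehicle for no effect and reference inhibitor for full effect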
# Hsp70 displacement = Hsp70 inhibitors, probe displacement, primary screen, biochemical, fluorescence polarization (AID 583); Hsp70 fluorescence polarization probe displacement, mP; higher % means a stronger effect; displacement, % at 20 µM; hits with a dose series show IC50 in µM; hit rate 0.06% among 140,000; in the data active = displacement above about 50%;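 note: plate controls were vehicle for no effect and reference ligand for full effect; a part of the inactive calls stands beside numbers as strong as those of hits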
# Active calls of the source: *; · = no result given. Not all compounds are listed; rates above refer to the full screens.
No. | Rat MKP-3 inhibitors | Hsp70 displacement | structure
1 | -1% | 3.9% | CCCCn1c(-c2nonc2NC(=O)c2ccccc2Cl)nc2ccccc21
2 | · | 0.6% | CCOCCCn1c(-c2ccc(Cl)cc2)n[nH]c1=S
3 | 0% | -2.9% | COc1ccc(C2NN=C(Cc3ccccc3)S2)cc1OC (configuration not stated)
4 | -4% | -0.5% | CCCOc1ccccc1C1NC(=O)NC(C)=C1C(=O)OCCOC (configuration not stated)
5 | 1% | -3.6% | O=[N+]([O-])c1ccccc1S(=O)(=O)Oc1ccccc1/C=N/n1cnnc1
6 | · | -4.9% | O=C(O)C1CC=CCC1C(=O)N1CCc2ccccc21 (configuration not stated)
7 | 0% | 1.6% | CCOC(=O)C1=C(C)N=c2s/c(=C\c3cccc(OC)c3)c(=O)n2C1c1ccc(C)cc1 (configuration not stated)
8 | 5% | -1.6% | COc1ccc(/C(N)=N/OC(=O)COc2ccc(C)cc2C)cc1
9 | -2% | -5.4% | CCCCOC(=O)Nc1sc2c(c1C(=O)OC)CCC2
10 | -8% | 7.4% | O=C(COC(=O)C1=COCCO1)Nc1ccc2c(c1)OCO2
11 | · | 5.2% | O=C(CN1C(=O)c2ccccc2C1=O)Nc1nc(-c2cccc([N+](=O)[O-])c2)cs1
12 | 2% | -2.7% | O=C1OC(C23CC4CC(CC(C4)C2)C3)=N/C1=C\c1ccccc1

# Next part
No. | Rat MKP-3 inhibitors | Hsp70 displacement | structure
13 | 0% | 2.5% | Cc1cccc(N2C(=O)CC(N3CCN(C/C=C/c4ccccc4)CC3)C2=O)c1 (configuration not stated)
14 | · | -5.8% | COc1ccc(Cn2c(C)c(C)c(C#N)c2NC(=O)Nc2cccc(C)c2)cc1
15 | 0% | -1.1% | COc1ccc(C(=O)N2CC(c3ccc(Cl)cc3)CC2=O)cc1 (configuration not stated)
16 | · | 2.5% | COc1ccc(Nc2ncc(C(=O)N3CCN(c4ccccc4OC)CC3)c3ccccc23)cc1
17 | -15% | -1.6% | Cc1cc(C(=O)O)c(CCCN)s1
18 | -1% | 1.5% | O=C1ON=C(c2ccc(Cl)cc2)/C1=C/c1ccc(O)cc1
19 | 8% | 3.5% | COc1ccc(N2CCN(C(=O)c3ccc(C)c(Cl)c3)CC2)cc1
20 | 2% | -2.2% | CC1Oc2ccccc2N(CC(=O)c2ccccc2)C1=O (configuration not stated)
21 | 5% | 0.8% | CC1(NC(=O)N2CCCCC2)CCS(=O)(=O)C1 (configuration not stated)
22 | -6% | 1.4% | O=C(OCc1cc2ccccc2[nH]c1=O)c1ccccn1
23 | -3% | 4.6% | CC(=O)N1CCN(c2ccc(NCc3ccc(F)cc3)cc2)CC1
24 | 4% | -3.6% | COC(=O)c1ccc(N2C(=O)CC(N3CCC(O)CC3)C2=O)cc1 (configuration not stated)

# (next part)
No. | Rat MKP-3 inhibitors | Hsp70 displacement | structure
25 | 2% | 1.4% | CCCc1nnc(NC(=O)Nc2ccc(Cl)cc2)s1
26 | -16% | 7.3% | COc1ccc(-n2c(Cc3cccn3C)nnc2SCC(=O)N2CCOCC2)cc1
27 | -4% | -0.7% | Cc1cccc(-c2noc(COc3ccc(Cl)cc3)n2)c1
28 | 4% | 0.0% | Cc1ccc(C(=O)Nc2ccc(Cl)cc2Cl)o1
29 | 4% | -8.4% | COc1ccccc1OCCNC(=O)c1ccccc1I
30 | 1% | 1.5% | CC(C)CNC(=O)/C(=C/c1ccc(N(C)C)cc1)NC(=O)c1ccccc1
31 | -2% | -2.6% | O=C(O)CCCC(=O)NCCc1ccncc1
32 | 4% | -1.5% | O=C1CCCC2=C1C(c1cccc([N+](=O)[O-])c1)Nc1ccccc1N2 (configuration not stated)
33 | -1% | 2.8% | Cc1cc(Cl)ccc1OCC(=O)Nc1cccc(F)c1
34 | · | 4.1% | Cc1[nH][nH]c(=O)c1C(c1ccc(-c2ccc(Cl)c(Cl)c2)o1)c1c(C)[nH][nH]c1=O
35 | -2% | -4.7% | CC1CCCC(C)N1C(=O)CSc1nnc(NC(=O)Cc2cccs2)s1 (configuration not stated)
36 | 14% | -0.8% | O=C(CCN1C(=O)c2ccccc2C1=O)Nn1cnnc1

# Later entries.
No. | Rat MKP-3 inhibitors | Hsp70 displacement | structure
37 | 2% | -0.6% | CCOC(=O)c1cc2c(=O)n3ccccc3nc2n(Cc2ccccc2)c1=N
38 | -7% | -1.8% | Cc1csc2ncc(C(=O)N3CCc4ccccc43)c(=O)n12
39 | -9% | -3.4% | Cn1c(=O)cc(SCC(=O)NCC2CCCO2)c2ccccc21 (configuration not stated)
40 | -1% | -1.4% | Cc1ccc(C)c(OCc2nc(-c3cccnc3)no2)c1
41 | -23% | 3.9% | CCNC(=O)N1CCNC(=O)C1CC(=O)OC (configuration not stated)
42 | 2% | -2.5% | O=C(O)CCCN1C(=O)C(=O)/C(=C(/O)c2ccccc2)C1c1ccccc1F (configuration not stated)
43 | 0% | 5.5% | COc1cccc(NC(=S)NC(NC(=O)c2ccc(Br)cc2)C(Cl)(Cl)Cl)c1 (configuration not stated)
44 | · | 1.3% | COc1ccc(NC(=O)N2CCOCC2)cc1OC
45 | · | -0.9% | CCn1c2ccccc2c2cnc(N=CN(C)C)c(C#N)c21
46 | 2% | -0.9% | O=c1cc(N2CCOCC2)[nH]c(=O)n1-c1ccc(Cl)cc1
47 | 0% | -3.7% | COc1ccccc1CNCc1ccc([N+](=O)[O-])cc1
48 | -4% | 1.5% | Cc1cc(C)n2nc(CC(=O)NC3CCCCCCC3)nc2n1

# (cont.)
No. | Rat MKP-3 inhibitors | Hsp70 displacement | structure
49 | · | 1.9% | Cc1ccc(C)c(Cn2c(C(=O)OC(C)C)cc3c2ccn3C)c1
50 | -3% | 4.8% | COc1cccc(OC)c1C(=O)Nc1cc(Cl)ccc1N1CCOCC1
51 | 12% | 1.8% | O=C1C(=O)/C(=C/c2ccccc2)CCC/C1=C/c1ccccc1
52 | -2% | -1.4% | COc1ccc(/C=C2\SC(=S)N(c3cccc(C)c3C)C2=O)cc1OC
53 | -3% | -1.4% | COc1ccc(NC(=O)C(C)c2ccc(CC(C)C)cc2)cc1 (configuration not stated)
54 | 10% | 1.8% | Cc1cc(NC(=O)C2CCN(S(=O)(=O)c3cnc[nH]3)CC2)ccc1Br
55 | -18% | -4.0% | Cc1noc(C)c1CSc1nnc(-c2cccnc2)n1C1CCCCC1C (configuration not stated)
56 | 3% | -1.6% | Cc1occc1C(=O)NCC1CCCO1 (configuration not stated)
57 | -13% | -7.5% | CCCCCCP(=O)(O)c1ccccc1
58 | · | -1.8% | CCN(CC)S(=O)(=O)c1cccc(NC(=O)COC(=O)CCc2nc3ccccc3s2)c1
59 | 3% | 6.0% | O=C(CSc1nc(-c2ccc(F)cc2)cs1)N1CCOCC1
60 | -6% | -5.3% | O=C(NCc1ccc2c(c1)OCO2)c1nn(-c2ccccc2)c(=O)c2ccccc12

# (list continues)
No. | Rat MKP-3 inhibitors | Hsp70 displacement | structure
61 | · | -0.9% | Cc1ccc(CNC(=O)CCNC(=O)c2ccc(Br)o2)cc1
62 | -3% | 7.8% | COc1ccc(NC(=O)C2CCN(C(=O)c3ccccc3)CC2)cc1OC
63 | · | 1.4% | Cc1nc2ncnn2c(C)c1CCC(=O)NCCc1ccccc1
64 | -7% | -4.8% | OCCN(Cc1ccccc1)Cc1ccccc1Cl
65 | 1% | 6.7% | Cc1cccc(C(=O)Nc2sc3c(c2C(=O)N2CCCCCC2)CCCCC3)c1
66 | 0% | -0.1% | O=C(NN1CCOCC1)c1ccc([N+](=O)[O-])cc1[N+](=O)[O-]
67 | -3% | -1.1% | Brc1ccc(N2COc3ccc4ccccc4c3C2)cc1
68 | 0% | 10% | FC(F)(F)c1cccc(Nc2nc(-c3ccccc3)cs2)c1
69 | 5% | -1.6% | O=C(N/N=C/c1ccc(O)cc1O)c1[nH]c2ccc([N+](=O)[O-])cc2c1-c1ccccc1
70 | · | -1.8% | CCCn1cnc2c(=O)oc3ccccc3c21
71 | 0% | 2.2% | O=C(Nc1ccc(S(=O)(=O)Nc2ncccn2)cc1)c1cccc(Br)c1
72 | 4% | 0.8% | CC1=NN(c2cccc(C(=O)O)c2)C(=O)/C1=C\c1ccc(F)cc1

# Later entries.
No. | Rat MKP-3 inhibitors | Hsp70 displacement | structure
73 | -8% | -4.6% | C=CCn1c(SCC(=O)c2cccs2)nc2sc(C)cc2c1=O
74 | · | 0.8% | Cc1cc(S(=O)(=O)N2CCN=C2c2ccccc2)ccc1F
75 | 6% | -2.0% | COc1ccccc1-c1nnc(NC(=O)OCC(C)C)s1
76 | -2% | 4.5% | Cc1ccc(N(CC(O)CN2CCCC2)S(=O)(=O)c2ccc(C)cc2)cc1 (configuration not stated)
77 | 10% | -4.0% | COc1cc2c(cc1OC)CN(S(=O)(=O)c1ccc3c(c1)OCCO3)CC2
78 | -11% | -1.3% | COc1cccc(-c2csc(N3CCN(CC(=O)Nc4ccc5c(c4)OCO5)CC3)n2)c1
79 | 5% | 1.7% | COc1ccc(CCNC(=O)c2cccc(Br)c2)cc1OC
80 | 2% | 10% | COc1cc(/C=c2\sc3nc4c(C)cccc4n3c2=O)ccc1O
81 | 4% | -1.8% | O=[N+]([O-])c1ccc(C2Nc3c(I)cccc3C3C=CCC32)cc1 (configuration not stated)
82 | 0% | 8.5% | Cc1cc(C)nc(N(C#N)CC(=O)Nc2ccccc2)n1
83 | · | 0.3% | CN1CCN(c2nc(-c3ccccn3)nc3ccccc23)CC1
84 | · | 9.0% | CN1CCN(Cc2cccc(Oc3ccccc3)c2)CC1

# Further compounds
No. | Rat MKP-3 inhibitors | Hsp70 displacement | structure
85 | -3% | 4.0% | O=C(Nc1cccc(-c2cn3cccnc3n2)c1)c1ccc(Br)o1
86 | -1% | -3.1% | CCNC(=O)CC1C(=O)N(c2ccc(F)cc2)C(=O)N1CCc1ccc(OC)cc1 (configuration not stated)
87 | -6% | -0.7% | Cc1cc(NC(=O)CCC(=O)N(CC(=O)NC2CCCC2)c2ccc3c(c2)OCCO3)no1
88 | · | -1.1% | Cc1c([N+](=O)[O-])cc(C(=O)Oc2ccc(Br)cc2C(=S)N2CCCCC2)cc1[N+](=O)[O-]
89 | -3% | 9.0% | Cc1ccsc1C=Nc1cccc([N+](=O)[O-])c1
90 | · | 1.5% | Cc1cn(C2OC(COC(=O)c3ccccc3)C(OC(=O)c3ccccc3)C2OC(=O)c2ccccc2)c(=O)[nH]c1=O (configuration not stated)
91 | · | 1.9% | COC(=O)C(NC(=O)CCc1c(C)nc2ncnn2c1C)C(C)C (configuration not stated)
92 | 1% | 0.5% | Cc1ccc(/C(O)=C2/C(=O)C(=O)N(CCCn3ccnc3)C2c2ccccc2F)cc1 (configuration not stated)
93 | · | -2.5% | Cc1onc(-c2c(F)cccc2Cl)c1C(=O)Nc1nnc(-c2ccccc2)s1
94 | 0% | 1.3% | CCc1c(C)sc(NC(=O)C(C)Oc2cccc(Cl)c2)c1C#N (configuration not stated)
95 | · | -1.3% | COC(=O)CCCCC1SCC2NC(=O)NC21O (configuration not stated)
96 | · | 7.6% | CC(NS(=O)(=O)c1ccc(CCC(=O)NCC2CCCO2)cc1)c1ccccc1 (configuration not stated)

# Screening results (PubChem)
